From PubChem
NPYLR7 agonist – agonists of mosquito NPYLR7 receptor, primary screen, cell-based, Aedes aegypti, calcium fluorescence, mosquito biting behavior. Aedes aegypti neuropeptide Y-like receptor 7 (NPYLR7). HEK293T NPYLR7/Galpha15, GCaMP6s calcium fluorescence. activation, % at 10 µM. 270,000 compounds, 0.15% hits; in the data active means activation above about 40%;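 further: 0% = vehicle and 100% = reference agonist at the receptor; some compounds past the cut are filed as inactive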
hcGAS inh – Primary biochemical luminescence assay for human cyclic GMP-AMP synthase inhibitors | Q8N884 | recombinant h-cGAS, ATP depletion, Kinase-Glo luminescence | inhibition, % at 12.5 µM | 290,000 compounds, 0.081% hits;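 further: 0% = vehicle reaction and 100% = reaction without DNA for no activity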
Target sequence (Q8N884 whole entry, looked up): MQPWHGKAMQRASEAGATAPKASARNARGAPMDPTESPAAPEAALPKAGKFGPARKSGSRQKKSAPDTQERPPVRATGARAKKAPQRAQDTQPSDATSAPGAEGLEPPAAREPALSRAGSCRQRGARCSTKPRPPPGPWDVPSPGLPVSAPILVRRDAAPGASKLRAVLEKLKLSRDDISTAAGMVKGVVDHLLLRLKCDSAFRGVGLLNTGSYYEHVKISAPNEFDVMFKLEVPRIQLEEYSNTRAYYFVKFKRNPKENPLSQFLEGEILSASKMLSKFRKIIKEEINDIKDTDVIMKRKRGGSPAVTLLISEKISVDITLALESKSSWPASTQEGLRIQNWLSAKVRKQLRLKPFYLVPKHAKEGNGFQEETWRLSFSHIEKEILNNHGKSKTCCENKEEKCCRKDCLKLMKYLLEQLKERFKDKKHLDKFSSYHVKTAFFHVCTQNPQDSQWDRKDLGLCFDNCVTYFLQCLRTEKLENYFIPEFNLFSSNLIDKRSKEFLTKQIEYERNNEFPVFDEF
mcGAS lum – cyclic GMP-AMP synthase inhibitors, mouse, primary biochemical chemiluminescence; Q8C6L5; recombinant cGAS, Kinase-Glo ATP depletion luminescence; inhibition, % at 12.5 µM; 160,000 compounds, 0.15% hits; AID 1259399, 2018;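 further: 0% = negative control wells and 100% = reference inhibitor with no enzyme activity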
* hit, by the source's call; / = not tested or not shown. Unless noted, no stated cut-off is given here; in the data, active means inhibition above about 40%; inactive means the rest.

The line under a structure holds: hcGAS inh	NPYLR7 agonist	mcGAS lum
CCOC(=O)c1[nH]c(C)c(C(=O)N2CCc3c([nH]c4ccccc34)C2c2ccccn2)c1C (stereo not given)
    -8	0	-13
Cc1ccc(C(C)C)c(OCC(=O)Nc2sc(C)c(C)c2C(N)=O)c1
    -7	-3	-6
COCc1nc(C)cc(NCc2ccc(-c3ccn[nH]3)cc2)n1
    -6	0	/
Cc1ccc(F)cc1NCC(=O)Nc1ccccc1Cl
    -12	6	/
CC1(C)C2([N+](=O)[O-])CN3CC1([N+](=O)[O-])CN(C2)C3c1ccc(Cl)cc1 (stereo not given)
    -2	3	/
O=[N+]([O-])c1ccc(-c2noc(C3CCCCC3)n2)cc1
    -9	-6	-5
N#Cc1ccc(C2Oc3ccccc3C3CC(c4ccc5c(c4)OCCO5)=NN32)cc1 (stereo not given)
    -9	9	/
CC(C)c1cc(Oc2ccccc2Cl)nc(SCc2ccc(C(F)(F)F)cc2)n1
    1	17	-3
CC(=O)Nc1cccc(C(=O)NCc2cccnc2Oc2ccccc2)c1
    -4	16	/
CCOc1ccc(NC(=O)CSc2ccc3nnc(-c4ccc(C)cc4)n3n2)cc1
    -4	17	-6
O=C(NC1CCN(c2ccccc2C(=O)N2CCCC2)CC1)c1cccc(Cl)c1
    -1	-3	-5
NC(=O)C1CCN(C(=O)CCc2ccc(F)c(F)c2)CC1
    -14	0	/
CCOC(=O)N1CCN(c2nc(-c3ccc(C)cc3)nc3ccccc23)CC1
    -9	0	-7
CCOc1ccc(C2=NOC(C)C(=O)N2Cc2cc(OC)cc(OC)c2)cc1 (stereo not given)
    -4	8	/
Cc1cc2ccccc2n1CCNC(=O)c1cc2n(n1)CCCN(C)C2
    -4	-4	-16
O=c1c2ccccc2nc2sc3ccccc3n12
    -13	-3	/
Cc1cc(NS(=O)(=O)c2ccc(N=CC(C#N)c3nc(-c4ccccc4)cs3)cc2)no1 (stereo not given)
    -7	11	-4
CC(C)CC(NP(=O)(O)O[C@@H]1O[C@@H](C)[C@H](O)[C@@H](O)[C@H]1O)C(=O)NC(Cc1c[nH]c2ccccc12)C(=O)O (stereo not given in full)
    4	3	-4
COc1ccc(CC(=O)NCCOc2ccc(-c3ccccc3)nn2)cc1
    -7	3	-9
COc1cc(NC(=O)CN(C)C(C)c2nccs2)ccc1Cl (stereo not given)
    -7	0	-11
C=CCN(Cc1ccc(C)s1)C(=O)CCNS(C)(=O)=O
    2	5	/
CCCOc1ccccc1C1NC(=O)NC(C)=C1C(=O)OC1CCCCCC1 (stereo not given)
    -3	-5	-8
FC(F)(F)c1nc(Nc2ccc3[nH]ncc3c2)c2ccccc2n1
    -8	15	-5
CC(=O)N1CCC(C(=O)NC(CC(C)C)c2ncnn2C)CC1 (stereo not given)
    -4	-1	/
Cc1nn(C)c2ncc(S(=O)(=O)N3CCCC3c3ccc[nH]3)cc12 (stereo not given)
    1	-7	/
Nc1nc(Cl)cc(N2CC3CC4CC(C3)CC2C4)n1
    -7	2	-14
C(=C\c1ccccc1)/CN1CCC(n2cc(C3CCCC3)nn2)CC1
    3	-3	/
Cc1ccc2[nH]c(CNC(C)c3ccc4c(c3)OCCCO4)nc2c1C (stereo not given)
    -6	21	/
COCCn1c(C)cn2c3c(=O)n(Cc4ccc(Br)cc4)c(=O)n(C)c3nc12
    6	15	/
c1ccc(-c2nnc3n2CCN(Cc2cc4n(n2)CCNC4)CC3)cc1
    -2	6	/
CCn1c(O)c(N=NC(=O)c2ccccc2)c2ccccc21
    2	0	/
Cc1nc(C2CN(C(C)C(=O)Nc3ncc(C)s3)CCO2)n[nH]1 (stereo not given)
    -6	-6	/
COc1ccc(-c2[nH]nc3c2C(c2ccoc2)C(C#N)C(=N)O3)cc1 (stereo not given)
    -4	-4	/
COCCN(CC(=O)N(Cc1ccc2c(c1)OCO2)Cc1ccco1)C(=O)Nc1ccc(OC)cc1OC
    -3	-6	-4
CCCC(C)NS(=O)(=O)c1cc(C(=O)O)ccc1OC (stereo not given)
    -7	5	-15
O=C(NCC1CCC1)c1ccc(CN2CCSCC2)cc1
    -5	-10	/
CN(C(=O)CSc1nnc(C2CC2)n1C1CC1)C1(C#N)CCCCC1
    -4	3	/
O=C(CSc1nc2c(cnn2CCO)c(=O)[nH]1)Nc1ccc(C(F)(F)F)cc1
    -11	4	/
Cc1cccc2c1C(=O)NC1(CCN(C(=O)CCc3ccccc3)CC1)N2
    -8	2	-6
CC(C)CCn1nc(C(=O)N2CCOCC2)c2c1CCN(C(=O)c1cc(-c3ccsc3)n[nH]1)C2
    -5	9	-16
COc1ccc(Cn2c(=O)n(C(C)C)c(=O)c3oc4ccccc4c32)cc1
    -10	8	-7
Cc1cc(C)n(CC(O)Cn2c(C)c(C)c3cccc(Cl)c32)n1 (stereo not given)
    -1	5	-1
Cc1cnc(CNC(=O)CC2C(=O)NCCN2Cc2cccc(F)c2F)cn1 (stereo not given)
    -6	19	/
CN(Cc1cccc(C#N)c1)C(=O)c1cccnc1Nc1cccc(F)c1
    -5	-12	/
Cc1ccsc1CNc1ccccc1C(=O)N1CCN2CCCC2C1 (stereo not given)
    -3	8	/
COC(=O)C(C)C(N)c1ccccc1 (stereo not given)
    -15	-6	/
COCC1CN(Cc2ccc(Br)s2)CC12CCNCC2 (stereo not given)
    -18	/	-5
CCCCN(CC(=O)Nc1cc(-c2ccccc2)nn1-c1ccccc1Cl)C(=O)C(CC)c1ccccc1 (stereo not given)
    -5	2	-5
CC1CCC(NC(=O)OC(C)(C)C)(C(=O)N2CC(C)OC(C)(C)C2)CC1 (stereo not given)
    -8	-2	/
CCCCN1CCN(c2nc3c(c(=O)[nH]c(=O)n3C)n2Cc2ccc(Cl)cc2)CC1
    -5	5	-6
O=C(O)C1CCCN1c1nc(Cc2ccc(Cl)cc2)ns1 (stereo not given)
    -3	0	/
O=C(Cc1ccc(NS(=O)(=O)c2cc(F)ccc2F)cc1)N1CCOCC1
    -2	-6	/
CCOC(=O)c1cc(-c2ccc(Cl)cc2)n(-c2ccc(C(=O)NCc3ccncc3)cc2)n1
    -5	4	-7
O=C(CCc1cscn1)N1CCN(c2cc(Cl)ncn2)CC1
    5	1	6
C[C@H](NS(=O)(=O)c1ccccc1F)C(=O)N1CCN(C)C(=O)C1
    -5	1	-15
O=C(c1c(F)cccc1F)N1CCC(Cc2ccc(C(F)(F)F)cc2)CC1
    -7	5	-6
O=C(NCc1ccnc(-n2cccn2)c1)C1CCCC1
    0	0	/
CC1(C)CC(=O)C=C(C(=O)N2CCc3c([nH]c4ccccc34)C2c2ccccc2F)O1 (stereo not given)
    -7	8	-9
C=CCNS(=O)(=O)c1ccc(OC)cc1
    3	-1	/
COCc1cc(N2CCN(c3ccccc3Cl)CC2)nc(SCc2ccc(C(=O)NCC3CCCO3)o2)n1 (stereo not given)
    -2	-5	0

(next part)
The line under a structure holds: hcGAS inh	NPYLR7 agonist	mcGAS lum
Cc1cc(C(=O)N2C[C@H](N)C[C@H]2C(=O)NC(C)C)sc1-c1ccccc1
    -4	-4	/
CC(C)c1nc(CC(=O)N2CCCc3cc(F)c(F)cc32)cs1
    7	5	/
Cc1cncc(C(=O)N2CCC3(CCNC(=O)CC3)CC2)c1
    -2	30	/
CC1=CC=CN2C1=NC(C(F)(F)F)(C(F)(F)F)N=C2c1ccccc1
    -3	7	/
COc1ccc(-c2nc(N(CCCN3CCOCC3)CCC(=O)NCc3ccccc3)c3ccccc3n2)cc1
    -2	23	-7
Cc1nn(-c2ccccc2)c(Oc2ccccc2Cl)c1CN(CC(O)COCc1ccccc1)CC1CC1 (stereo not given)
    -1	-3	-3
CCCCn1cnc2c1c(=O)n(Cc1cc(=O)n3ccsc3n1)c(=O)n2CC(C)C
    -11	0	/
COc1ccccc1-c1ccc2c(c1)C(C)(Cc1ccccc1C#N)C(=O)N2 (stereo not given)
    1	1	-2
CCN1CCCC1CNC(=O)CCC1CCN(Cc2nc3ccccc3n2C)CC1 (stereo not given)
    -8	5	/
CC(C)(C)c1ccc(NC(=O)N2CCn3cccc3C2c2ccncc2)cc1 (stereo not given)
    -4	12	/
O=C(Nc1ccc(N2CCCCC2)c(C(=O)NCc2ccccc2)c1)Nc1ccccc1F
    5	-12	2
C[C@H](C(=O)NCCOc1ccccc1)N1Cc2ccc(-c3ccnn3C)nc2C1=O
    0	-6	-3
Cc1ncc(CN2CCc3c([nH]c4ccccc34)C2c2ccccc2F)s1 (stereo not given)
    -4	5	/
Cn1cnnc1SCC(=O)Nc1cccc2ccccc12
    -6	0	-4
Cc1ccccc1CNc1ccc(C#N)cn1
    -2	1	/
O=C(NC1CC1)c1ccc(Oc2ccc(Br)cc2)nc1
    -9	2	/
COCc1cc(N2CCN(Cc3ccccc3)CC2)nc(SCc2ccc(C(=O)NCCN(C)C)cc2)n1
    -4	-7	-7
CCC(Sc1ncc(S(=O)(=O)c2ccc(C)cc2)c(=O)[nH]1)C(=O)Nc1ccc(C)cc1 (stereo not given)
    1	-4	0
CC1CC(C)CN(C(=O)CSc2ncn(-c3ccccc3)n2)C1 (stereo not given)
    -10	1	/
NC(=O)Cc1ccccc1NC(=O)C1CC1c1cccc2ccccc12 (stereo not given)
    -5	2	-16
CN(CC(=O)NC1CCCc2ccccc21)Cc1ccccc1 (stereo not given)
    -15	-1	/
O=S(=O)(c1ccc2c(c1)OCCO2)N1CCN(C(=S)NC2CC3CCC2C3)CC1 (stereo not given)
    -19	10	/
Fc1ccc(F)c(CN2CCCC(c3ccnc(SCCN4CCCC4)n3)C2)c1F (stereo not given)
    -5	20	-10
Nc1nc2ccc(Cc3nc4ccccc4o3)cc2s1
    0	5	/
Cc1ccccc1NC(=O)Cn1nc(C2CC2)c2cnn(-c3ccccc3C)c2c1=O
    -6	5	/
COc1ccc(C(=O)N2CCC(Oc3c(C)cccc3C)CC2)c(O)c1
    -3	3	/
O=C1CCC(C(=O)N2CC=C(c3ccccc3)CC2)CN1CCN1CCOCC1 (stereo not given)
    -7	4	/
COc1cc(C(=O)N2CCOC(COCc3ccccc3F)C2)ccc1F (stereo not given)
    -5	4	-5
CN1CCN(C(=O)C[C@@H]2CCNC[C@@H]2Cc2cc(CN(C)Cc3ccccc3)on2)CC1
    -7	-8	-9
Cc1ncccc1OC1(C(=O)NCCc2c[nH]c3ccccc23)CCNCC1
    -4	4	/

Some of the entries above in another layout.
Compound	hcGAS inh	NPYLR7 agonist	mcGAS lum
COCc1cc(N2CCN(Cc3ccccc3)CC2)nc(SCc2ccc(C(=O)NCCN(C)C)cc2)n1	-4	-7	-7
O=S(=O)(c1ccc2c(c1)OCCO2)N1CCN(C(=S)NC2CC3CCC2C3)CC1 (stereo not given)	-19	10	/
Fc1ccc(F)c(CN2CCCC(c3ccnc(SCCN4CCCC4)n3)C2)c1F (stereo not given)	-5	20	-10

Only hcGAS inh (four entries from above):
mol | hcGAS inh
CN1CCN(C(=O)C[C@@H]2CCNC[C@@H]2Cc2cc(CN(C)Cc3ccccc3)on2)CC1 | -7
O=C1CCC(C(=O)N2CC=C(c3ccccc3)CC2)CN1CCN1CCOCC1 (stereo not given) | -7
CC1CC(C)CN(C(=O)CSc2ncn(-c3ccccc3)n2)C1 (stereo not given) | -10
Cc1ccccc1NC(=O)Cn1nc(C2CC2)c2cnn(-c3ccccc3C)c2c1=O | -6

Further results:
The line under a structure holds: hcGAS inh	NPYLR7 agonist	mcGAS lum
CCC(=O)Nc1ccc(OCC(=O)N2CCC3(CCN(C)C3)CC2)cc1
    -3	-4	/
Cc1ccc2[nH]c(=O)cc(C(=O)N(C)Cc3csc(C(C)C)n3)c2c1
    -1	-4	/
O=C(Nc1ccc(Oc2ccccc2F)cc1)C1CCCCN1C(=O)Cn1cncn1 (stereo not given)
    -11	6	/
Cc1cc(C)cc(C(=O)Nc2c(C)nc3cc(C)ccn3c2=O)c1
    1	-3	/
CC(C)COC(=O)N1CCN(c2ccc(C(=O)N3CCCC(C)C3)cn2)CC1 (stereo not given)
    -3	6	/
O=C(NCCn1ncccc1=O)Nc1cccc(Cl)c1
    2	-13	-5
CCC(NC1CCC2(CCNCC2)CC1)c1cc(C)ccn1 (stereo not given)
    -14	/	-7
Cn1nccc1C1CCCN(CCCc2nc3ccccc3o2)C1 (stereo not given)
    5	-10	/
COc1cc(OC)cc(C(=O)N2CCN(c3nc(C4CC4)nc4sc(C)c(C)c34)CC2)c1
    -4	-1	-3
O=C(Nc1cc(F)ccc1F)c1cnc2ccccn2c1=O
    -1	7	-3
O=C(NN=Cc1ccco1)C(O)C(O)C(=O)NN=Cc1ccco1 (stereo not given)
    2	3	-5
Cc1ccc(Cc2nc(N3CCN(C(=O)c4ccc5c(c4)OCO5)CC3)c3c(-c4cccnc4)noc3n2)cc1
    4	-9	0
CN(Cc1ccc2c(c1)OCO2)S(=O)(=O)c1cc(C(F)(F)F)cc(C(F)(F)F)c1
    -6	1	/
CCOC(=O)C1CCCN(C(=O)c2coc(CN(Cc3cccc(Oc4ccccc4)c3)C(C)c3ccccc3)n2)C1 (stereo not given)
    4	17	-4
Cn1ccc(C(=O)OCc2cn(-c3ccc(Cl)cc3)nn2)cc1=O
    4	1	/
O=C(NC1CCN(C(=O)Cc2noc3ccccc23)CC1)C1CC1
    -10	1	/
O=C(Nc1ccccc1-c1ccccc1)N1CC(c2ccncc2)C1
    0	9	/
